Growth percent in the NCI-60 one-dose screen (48 h, 10 µM unless noted): 100 = growth as untreated, 0 = no growth, -100 = all killed.
TK-10 = TK-10 renal cancer cells. 3.9% of 81,000 active
A498 = A498 renal cancer cells | 5.4% of 76,000 active | AID 1794774
OVCAR-3 = OVCAR-3 ovarian cancer. 7% of 79,000 active
CAKI-1 = CAKI-1 renal cancer; 4.7% of 75,000 active; AID 1794772
ACHN = ACHN renal cancer; 4.9% of 81,000 active
OVCAR-8 = OVCAR-8 ovarian cancer; 4.4% of 81,000 active
OVCAR-5 = OVCAR-5 ovarian cancer | 2.9% of 82,000 active | AID 1794783
RXF 393 = RXF 393 renal cancer cells. 6.9% of 77,000 active. AID 1794773
Active calls of the source: *; . = no result given; & = joins results of further samples; [ ] = remark or other dose. Rule for the calls: active = growth percent below 10; inactive = the rest.

Below each compound: A498	OVCAR-5	ACHN	CAKI-1	OVCAR-8	RXF 393	TK-10	OVCAR-3
> COc1ccc(NC(=S)N(CCC#N)C2CCCCC2)cc1
  99	103	103	102	119	.	95	106
> CC(O)(c1ccc(Cl)cc1)C(c1ccccc1)c1ccccn1 (stereo not drawn)
  .	99	99	89	104	110	109	112
> CC(C)(C)c1cc(O)c(O)c(C(C)(C)C)c1
  61	55	18	.	40	65	36	21
> Cc1nc(-n2nc(C#N)c(C#N)c2N)c(C#N)c(C#N)c1C
  114	104	100	.	96	120	97	104
> Cc1[nH]c(=O)[nH]c(=O)c1/C=C/C(=O)O
  107	106	109	100	101	115	108	105
> Cc1ccc(CC(N)C(=O)O)cc1 (stereo not drawn)
  93	114	112	100	90	99	.	110
> COc1ccc(C)cc1N
  71	92	101	100	101	93	103	109
> COc1ccccc1C1OC2=C(Nc3ccccc3N2)C1=O (stereo not drawn)
  108	106	100	93	104	119	91	106
> CC(=O)Nc1cccc2c1-c1ccccc1C2=O
  113	95	96	.	108	107	113	99
> COc1cc(OC)c(/C=C\C(=O)c2ccccc2O)c(OC)c1
  92	108	101	105	88	107	102	90
> O=c1[nH]c(=O)n(C2OC(CF)C(O)C2O)cc1Br (stereo not drawn)
  145	113	108	66	111	151	109	107
> COC(=O)c1cc(C(=O)OC)c(C(=O)OC)cc1C(=O)OC
  96	126	115	108	99	111	90	103
> COc1cc(C2CC(c3cccc(Nc4ccncc4)c3)=Nc3c(N)ncnc3N2)cc(OC)c1OC (stereo not drawn)
  87	111	95	85	94	94	110	89
> Clc1cc(-c2ccccc2)nc(Cl)n1
  93	104	99	.	97	105	91	102
> CC1CCCc2c1nc(N)c(C#N)c2-c1ccc(Cl)cc1 (stereo not drawn)
  78	100	101	138	100	106	118	119
> COc1ccc(C(=O)/C=C/c2c(-c3ccc(F)cc3)nc3sccn23)cc1OC
  99	94	101	73	103	115	110	99
> COc1cc2oc(-c3cccc(NC(=O)[C@@H](N)CC(C)C)c3)cc(=O)c2c(OC)c1OC
  92	105	96	88	105	96	102	110
> CN1CCN(C(=O)[C@]23CCC(C)(C)C[C@@H]2C2=CC[C@@H]4[C@@]5(C)CCCNC(C)(C)[C@@H]5CC[C@@]4(C)[C@]2(C)CC3)CC1
  91	110	107	98	97	106	108	98
> O=C(NC(=S)Nc1ccc(Cl)cc1)c1ccccc1
  103	85	101	.	102	.	117	125
> CCc1ccc(Cn2c(=O)nc(NCCN=C(N)N)n(Cc3ccc(OC)cc3)c2=O)cc1
  98	96	101	80	104	107	93	100
> O=C(c1ccccc1)c1c(-c2ccccc2)oc2c1CNC1C=CC=CC21 (stereo not drawn)
  100	105	106	105	85	99	108	111
> FC(F)(F)c1ccc(Cn2cc(CSc3nc4ccccc4o3)nn2)cc1
  92	94	97	85	106	101	102	97
> O=C1CCSc2c1ccc1ccccc21
  101	99	105	100	100	100	102	112
> CN(C)CCOC(=O)Nc1ccc(Cc2ccc(NC(=O)OCCN(C)C)cc2)cc1
  126[100 µM]	85[100 µM]	87[100 µM]	73[100 µM]	98[100 µM]	32[100 µM]	124[100 µM]	90[100 µM]
> CCNC(=O)N1CCc2cc(OC)c(OCCc3ccc(OC)cc3)cc2C1c1ccc([N+](=O)[O-])cc1C (stereo not drawn)
  -17*	40	30	27	29	-9.6*	55	.
> CCC(C)(C(N)=O)c1ccccc1 (stereo not drawn)
  104	109	109	.	104	109	97	108
> O=C1NC(c2ccccc2)N=C2C(c3ccc(Cl)cc3)=NOC12 (stereo not drawn)
  112	112	108	.	108	106	105	110
> CC(C)CC(NC(=O)c1c(Cl)ccc(Cl)c1Cl)C(=O)O (stereo not drawn)
  102	94	104	.	111	109	102	108
> Cc1cnc(SCc2ccc(Cl)cc2Cl)[nH]c1=O
  100	102	108	93	96	100	97	104
> O=C1c2ccccc2C(=O)C1c1ccccc1
  94&103	84	101	102	93&100	114&111	72&99	103&120
> FC(F)(F)c1cccc(COCCN2CCN(Cc3cccc(C(F)(F)F)c3)CC2)c1
  81	93	96	105	89	98	83	112
> CCCCC(=O)NNc1nccc(Nc2ccc(S(=O)(=O)Nc3ccccn3)cc2)n1
  107	96	105	91	102	118	95	119
> Nc1ccc(Cl)cn1
  96	101	109	91	101	113	106	106
> CCN(CC)CCCC(C)NCc1ccccc1 (stereo not drawn)
  105	98	.	.	94	135	84	104
> Nc1ccc2[nH]cc(-c3c4ccsc4cc4[nH]c5ccc(N)cc5c34)c2c1
  .	105	90	83	101	92	123	85
> CC[C@H](CC[C@@H](C)[C@H]1CC[C@H]2[C@@H]3/C(=C/c4cccnc4)C(=O)C4=CC(=O)CC[C@]4(C)[C@H]3CC[C@]12C)C(C)C
  98	105	94	78	65	91	112	102
> COc1ccc(/C=N/N2CN(C(C)C(=O)O)C(O)(CCl)N=C2N)cc1OC (stereo not drawn)
  91[100 µM]	99[100 µM]	98[100 µM]	92[100 µM]	101[100 µM]	97[100 µM]	105[100 µM]	111[100 µM]
> O=C(COc1ccc(-c2nc3ccccc3[nH]2)cc1)N=Nc1c(O)[nH]c2ccccc12
  86	116	99	99	78	107	128	63
> CCOc1cc2ncc(C#N)c(Nc3ccc(F)c(Cl)c3)c2cc1NC(=O)CC1CCSS1 (stereo not drawn)
  -54*	-41*	-91*	-73*	-42*	-56*	-74*	-86*
> O=C(/C=C\c1ccccc1)CCN1CCOCC1
  106	118	98	66	88	97	110	102

Look-ups from the entries so far:
`Cc1ccc(CC(N)C(=O)O)cc1` (stereo not drawn) in A498 has 93
`O=C1c2ccccc2C(=O)C1c1ccccc1` in ACHN has 101

The results go on.
Below each compound: A498	OVCAR-5	ACHN	CAKI-1	OVCAR-8	RXF 393	TK-10	OVCAR-3
> Nc1cc(-c2c[nH]c3ccccc23)nc2cc(-c3c[nH]c4ccccc34)nn12
  42	51	52	59	64	38	89	92
> NS(=O)(=O)c1ccc(-n2cc(COc3ccc(/C=C4/SC(=S)NC4=O)cc3)nn2)cc1
  84	110	102	91	102	109	97	111
> CCC1(c2ccccc2)NC(=O)N(CC(=O)NCC(=O)Nc2ccc(Br)cc2C)C1=O (stereo not drawn)
  107	94	104	67	.	.	110	110
> FC(F)(F)c1nc2ccccc2n1Cc1nnc(SCc2cn(-c3ccc(Cl)cc3Cl)nn2)o1
  62	101	88	96	92	107	83	93
> Cc1ccc(S(=O)(=O)OCC(=O)Nc2ccc(C(=O)O)c(O)c2)cc1
  99	102	102	102	98	63	118	118
> O=C1/C(=C/c2ccc(OCc3cccc(Br)c3)cc2)Oc2cc(O)ccc21
  133	108	110	97	104	109	105	117
> COc1cc(-c2csc(NC(=O)c3cc(C(F)(F)F)cc(C(F)(F)F)c3)n2)cc(OC)c1OC
  11	60	36	43	26	57	33	11
> CC(=O)NNC(=S)/N=C/c1c(C)[nH]n(-c2ccccc2)c1=O
  98	114	111	99	100	101	115	107
> O=C(Nc1ccc(N=Cc2cccs2)cc1)NC1C=c2ccccc2=CC1 (stereo not drawn)
  94	108	106	.	99	109	115	104
> Cc1ccc(N)cc1S(=O)(=O)N(C)C
  115	113	107	.	91	101	98	111
> C1CCCc2c(-c3noc4c3CCCCCC4)noc2CC1
  125	104	115	95	109	132	106	115
> COc1cccc2c(=O)c3c(oc12)CCCC3
  112	101	111	96	106	97	110	111
> COc1ccc2nc3cc(Cl)ccc3c(NCCNc3c4ccc(Cl)cc4nc4ccc(OC)cc34)c2c1
  22	-90*	-95*	-80*	-65*	-93*	-93*	-93*
> COc1cc(C(=O)N/N=C/c2cccc([N+](=O)[O-])c2)cc(OC)c1OC
  26	84	80	55	83	60	81	12
> COC(=O)c1nc(-c2ccc(C)cc2)oc1Sc1ccc(C)cc1
  130	98	96	95	99	108	106	108
> COCC(O)CN1CCN(c2ccc(C)cc2)CC1 (stereo not drawn)
  106	100	105	105	102	102	105	109
> COc1cccc(C2=NN(c3ccc(-c4ccccc4)nn3)C(c3ccccc3F)C2)c1 (stereo not drawn)
  78	98	88	50	94	102	170	92
> Nc1nc2ccc(Br)cc2o1
  .	103	106	94	106	109	96	115
> Cc1c(C(=O)NCCCCNC(=O)c2c(C)n(C)c3scc[n+]23)[n+]2ccsc2n1C
  105	98	106	119	103	97	95	113
> C=CC(=O)Nc1cccc(-c2nc(SC)nc(NCCC)c2C#N)c1
  39	98	83	68	69	67	102	88

Not a retest: 20 of the compounds above.
Below each compound: A498	OVCAR-5	ACHN	CAKI-1	OVCAR-8	RXF 393	TK-10	OVCAR-3
> Nc1cc(-c2c[nH]c3ccccc23)nc2cc(-c3c[nH]c4ccccc34)nn12
  42	51	52	59	64	38	89	92
> NS(=O)(=O)c1ccc(-n2cc(COc3ccc(/C=C4/SC(=S)NC4=O)cc3)nn2)cc1
  84	110	102	91	102	109	97	111
> CCC1(c2ccccc2)NC(=O)N(CC(=O)NCC(=O)Nc2ccc(Br)cc2C)C1=O (stereo not drawn)
  107	94	104	67	.	.	110	110
> FC(F)(F)c1nc2ccccc2n1Cc1nnc(SCc2cn(-c3ccc(Cl)cc3Cl)nn2)o1
  62	101	88	96	92	107	83	93
> Cc1ccc(S(=O)(=O)OCC(=O)Nc2ccc(C(=O)O)c(O)c2)cc1
  99	102	102	102	98	63	118	118
> O=C1/C(=C/c2ccc(OCc3cccc(Br)c3)cc2)Oc2cc(O)ccc21
  133	108	110	97	104	109	105	117
> COc1cc(-c2csc(NC(=O)c3cc(C(F)(F)F)cc(C(F)(F)F)c3)n2)cc(OC)c1OC
  11	60	36	43	26	57	33	11
> CC(=O)NNC(=S)/N=C/c1c(C)[nH]n(-c2ccccc2)c1=O
  98	114	111	99	100	101	115	107
> O=C(Nc1ccc(N=Cc2cccs2)cc1)NC1C=c2ccccc2=CC1 (stereo not drawn)
  94	108	106	.	99	109	115	104
> Cc1ccc(N)cc1S(=O)(=O)N(C)C
  115	113	107	.	91	101	98	111
> C1CCCc2c(-c3noc4c3CCCCCC4)noc2CC1
  125	104	115	95	109	132	106	115
> COc1cccc2c(=O)c3c(oc12)CCCC3
  112	101	111	96	106	97	110	111
> COc1ccc2nc3cc(Cl)ccc3c(NCCNc3c4ccc(Cl)cc4nc4ccc(OC)cc34)c2c1
  22	-90*	-95*	-80*	-65*	-93*	-93*	-93*
> COc1cc(C(=O)N/N=C/c2cccc([N+](=O)[O-])c2)cc(OC)c1OC
  26	84	80	55	83	60	81	12
> COC(=O)c1nc(-c2ccc(C)cc2)oc1Sc1ccc(C)cc1
  130	98	96	95	99	108	106	108
> COCC(O)CN1CCN(c2ccc(C)cc2)CC1 (stereo not drawn)
  106	100	105	105	102	102	105	109
> COc1cccc(C2=NN(c3ccc(-c4ccccc4)nn3)C(c3ccccc3F)C2)c1 (stereo not drawn)
  78	98	88	50	94	102	170	92
> Nc1nc2ccc(Br)cc2o1
  .	103	106	94	106	109	96	115
> Cc1c(C(=O)NCCCCNC(=O)c2c(C)n(C)c3scc[n+]23)[n+]2ccsc2n1C
  105	98	106	119	103	97	95	113
> C=CC(=O)Nc1cccc(-c2nc(SC)nc(NCCC)c2C#N)c1
  39	98	83	68	69	67	102	88

(cont.)
Below each compound: A498	OVCAR-5	ACHN	CAKI-1	OVCAR-8	RXF 393	TK-10	OVCAR-3
> N#Cc1ccccc1-c1ccc(Cn2nnnc2-c2ccn(-c3ccc(Cl)cc3)n2)cc1
  75	91	86	84	57	85	94	109
> COc1ccc(-c2nnc(COc3ccc(C(=O)/C=C/c4cccs4)cc3)o2)cc1
  106	108	98	87	95	64	117	103
> ClCc1ccc(-c2ccc(Cn3cnc4nc(Cl)nc(Cl)c43)cc2)cc1
  .	-11*	5.7*	-94*	-72*	.	-28*	-78*
> OCCN1CCNC1=S
  98	102	107	.	97	105	103	106
> COc1ccc(OC)c(NC(=O)c2sc3nc4c(cc3c2N)C(=O)CCC4)c1
  3.5*	101	106	86	96	85	98	118
> Nc1nc2c(N=Nc3ccc(Br)cc3)c(N)nn2cc1-c1nc2ccccc2s1
  74	98	102	95	103	92	118	107
> Cc1cccc(-c2nc(Nc3ccc(C(=O)O)cc3)c3ccccc3n2)c1
  46	134	85	95	82	.	92	83
> COc1cc(/C=C2\C(=O)Nc3ccc(N(C)C)cc32)cc(OC)c1OC
  -18*	71	42	22	.	-45*	42	.
> O=C(/C=C/c1ccc(F)c(F)c1)Nc1ccc(C=C2c3ccccc3C(=O)c3ccccc32)cc1
  .	91	87	69	68	69	86	66
> C/C=C\C(=O)N1c2ccccc2CC1c1c[nH]c2ccccc12 (stereo not drawn)
  107	101	101	90	95	95	92	94
> CC(C)NCCCCCNc1cc(O)cc2cccnc12
  79	99	102	.	31	75	124	28
> c1coc(C2OCCO2)c1
  89	99	99	99	98	104	97	108
> Nc1[nH]nc(Nc2ccccc2)c1S(=O)(=O)c1ccccc1
  .	99	99	113	101	107	112	115
> O=C(Cn1cc(COc2ncnc3c2cnn3-c2ccccc2)nn1)Nc1ccccc1Cl
  70	96	99	96	96	87	108	109
> CC(=O)c1cc(C(=O)c2ccc(Br)cc2)n2ccc(C)cc12
  .	86	93	86	97	53	97	107

Bioassay records deposited in PubChem by NCI.

Only part of the results is shown; rates above refer to the full screens.
